D1 potentiator: human D1 dopamine receptor positive modulation. P21728. potentiation, % at 10 µM. HEK293 TREx D1 cells, calcium flux, dopamine EC20 potentiation. actives 0.036% (n = 360,000); in the data active = potentiation above about 30%; note: 0% is about no effect
Target sequence (P21728 whole entry, looked up): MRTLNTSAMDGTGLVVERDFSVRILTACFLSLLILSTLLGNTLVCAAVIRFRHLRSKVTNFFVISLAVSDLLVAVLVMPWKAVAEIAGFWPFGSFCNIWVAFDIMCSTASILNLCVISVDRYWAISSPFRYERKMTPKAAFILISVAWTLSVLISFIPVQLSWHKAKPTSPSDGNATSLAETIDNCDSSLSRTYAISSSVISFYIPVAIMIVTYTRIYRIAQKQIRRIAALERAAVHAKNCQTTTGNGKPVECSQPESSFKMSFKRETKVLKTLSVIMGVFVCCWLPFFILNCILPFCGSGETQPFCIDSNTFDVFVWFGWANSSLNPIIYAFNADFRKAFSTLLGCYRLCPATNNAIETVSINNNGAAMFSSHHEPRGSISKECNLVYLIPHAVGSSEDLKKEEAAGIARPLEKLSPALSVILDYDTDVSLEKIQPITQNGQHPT
TRHR PAM: allosteric enhancers of human TRH receptor; TRHR cells, fluo-8 calcium fluorescence, EC20 TRH enhancement; P34981; enhancement, % at 2 µM; actives 0.66% (n = 360,000); in the data active = enhancement above about 30%; note: 0% is about no effect
Target sequence (P34981 whole entry, looked up): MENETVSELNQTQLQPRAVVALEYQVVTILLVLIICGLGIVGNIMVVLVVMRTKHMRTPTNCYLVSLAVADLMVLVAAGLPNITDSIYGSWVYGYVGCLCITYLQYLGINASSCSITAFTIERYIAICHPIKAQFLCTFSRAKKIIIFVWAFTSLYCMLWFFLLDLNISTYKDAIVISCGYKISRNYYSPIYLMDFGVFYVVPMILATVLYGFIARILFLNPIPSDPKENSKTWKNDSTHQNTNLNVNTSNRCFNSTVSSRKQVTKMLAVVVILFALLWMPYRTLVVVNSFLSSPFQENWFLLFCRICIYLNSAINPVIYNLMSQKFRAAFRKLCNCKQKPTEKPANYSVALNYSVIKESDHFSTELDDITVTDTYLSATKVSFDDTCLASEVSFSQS
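TRHR-expressing cells loaded with fluo-8 calcium dye were read kinetically (ex 480/em 530) during compound addition, then stimulated with an EC20 of TRH (10 nM final). Enhancement of the Gq-mediated intracellular calcium response was scored.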
Anesthetic bind: binds horse apoferritin like a general anesthetic. Potency, µM (highest dose often 77.5 µM), without a hit: at the highest dose activity change, negative = displacement, actives largely listed as inhibitors. AID 485281. actives 0.074% (n = 350,000). P02791. apoferritin/1-aminoanthracene competitive binding, fluorescence; note: potency is the fitted concentration of half-maximal effect; % is set by controls: 0 for no effect and ±100 for the full control effect; nearly all actives have a fitted effect of over 20% in size
Target sequence (P02791 2-175 limits assumed): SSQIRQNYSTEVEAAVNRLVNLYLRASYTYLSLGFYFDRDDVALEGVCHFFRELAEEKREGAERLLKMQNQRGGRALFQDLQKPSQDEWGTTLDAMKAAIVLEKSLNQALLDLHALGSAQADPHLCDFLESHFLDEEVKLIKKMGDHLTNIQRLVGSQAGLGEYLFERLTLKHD
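In PBS, apoferritin at 10 uM is loaded with 1-AMA from a 50% saturated solution. After 10 min of compound exposure at ambient temperature, reduced 535 nm fluorescence indicates probe displacement.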
D2 potentiator: D2 dopamine receptor (human) potentiation. HEK293 T-REx D2, calcium flux, EC20 dopamine potentiation. actives 0.34% (n = 340,000). potentiation, % at 10 µM. AID 485347;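 active = potentiation over 3 SD above the plate norm, cut at about 30% in these data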; note: 0% is about no effect
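Cells plated with tetracycline inducer and held overnight at 30 C; calcium dye loaded 30–90 min at room temperature; baseline taken, compound added and read 180 s; EC20 dopamine then added and read 180 s.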
D1 antagonist: antagonists of human D1 dopamine receptor. HEK293 TREx D1 cells, calcium flux, dopamine EC80; hits give low values. actives 3.2% (n = 360,000). activity change, negative = inhibition, % at 10 µM. P21728; in the data active = activity change below about -30%; note: % is set by controls: 0 for no effect and ±100 for the full control effect
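Cells carrying a force-coupled, tetracycline-inducible human D1 receptor report calcium flux. Each well gets a 10 s baseline, compound with 180 s monitoring, then an EC80 dopamine stimulus with a second 180 s kinetic read.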
D1 agonist: activates the human D1 dopamine receptor | P21728 | HEK293 T-REx D1 cells, calcium flux, agonist mode | activation, % at 2 µM | actives 1% (n = 360,000); in the data active = activation above about 30%; note: 0% is about no effect
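Tetracycline-induced HEK293 TREx D1 cells, force-coupled to calcium signalling, were dye-loaded with a no-wash calcium kit. Compound was pin-added after a 10 s baseline. Fluorescence was read kinetically at 1 cycle/s for 180 s, with calcium rises flagged as agonism.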
RXFP1 antag: RXFP1 (human) relaxin receptor antagonism; Q9HBX9; HEK293-RXFP1, relaxin-stimulated cAMP HTRF, 30 min; hits give low values; activity change, negative = inhibition, % at 57.5 µM; actives 0.59% (n = 350,000); AID 1259400;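 active = activity change of -60% or lower, but not beyond a set lower limit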; note: % is set by controls: 0 for no effect and ±100 for the full control effect
TRHR ag: activates the human TRH receptor; activation, % at 2 µM; P34981; actives 0.18% (n = 360,000); TRHR cells, calcium flux fluo-8, FDSS agonist mode; in the data active = activation above about 30%; note: 0% is about no effect
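Fluo-8-loaded TRHR cells; 10 s baseline, compound added, kinetic Ca2+ fluorescence read 1/s, agonist mode.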
RXFP1 agonist: RXFP1 (human) receptor agonism | Q9HBX9 | HEK293T-RXFP1 cAMP TR-FRET, 30 min; response scale: percent of porcine relaxin response, buffer zero | Potency, µM (series often up to 57.5 µM), for the others: at the top dose activation, most hits filed as activators | actives 0.3% (n = 370,000) | AID 2676; note: potency is the fitted concentration of half-maximal effect; % is set by controls: 0 for no effect and ±100 for the full control effect; nearly all actives have a fitted effect of over 60% in size; many of its hits are not listed in these tables
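HEK293 cells stably expressing RXFP1, treated 30 min at 37C with compounds plus PDE4 inhibitor Ro 20174; cAMP measured by HTRF TR-FRET. Normalized to buffer and 29 nM porcine relaxin; EC50 by Hill fit.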
* = called active by the depositor; nt = no result given; [ ] = remark or other dose. Unless noted, calls come from the whole dose curve; as a rule, active = well fitted curve in the direction sought with a large enough effect; inconclusive = small, poorly fitted or top-dose-only effect, or another doubt; inactive = no such curve, though single readings can be large; an effect the other way counts as inactive or inconclusive. An excerpt, so the mix of outcomes need not match the whole.

Compound	D1 potentiator	TRHR PAM	Anesthetic bind	D2 potentiator	D1 antagonist	D1 agonist	RXFP1 antag	TRHR ag	RXFP1 agonist
COC(=O)c1c(C(=O)OC)c2ccccn2c1C(=O)c1ccccc1	15.1	-10.4	-19.8%	-3.9	-5.4	-1.1	-0.5	-0.4	7.0%
Cc1cc(Br)c(NC(=O)CN2CCCC2)c(Br)c1	-4.9	-1.1	-3.8%	-9.8	-13.4	-0.1	-1.0	-0.2	0.3%
CCNc1c(C(=O)O)ccc2c1C(=O)c1ccccc1C2=O	-7.3	-0.7	-9.4%	-7.1	2.3	2.8	10.6	-1.8	0.8%
CCCCCC/C=C/c1ccc(OC)c([C@H]2[C@H]3C=CC[C@@H](C)[C@@H]3C(=O)N2Cc2ccccc2)c1	-0.7	-1.3	-3.6%	-8.9	35.5	8.9	nt	0.6	4.7%
COc1cccc(N2CCN(C(=O)c3cc(-c4ccc(F)cc4)[nH]c3C)CC2)c1	-6.7	11.7	0.9%	16.9	2.1	1.5	-24.7	-0.5	0.1%
C=CCn1c(C(CCC(C)C)CC(C)(C)O)n[nH]c1=S (stereo not given)	-4.0	-3.3	-3.6%	5.3	2.8	0.1	-7.4	0.6	-0.4%
COc1ccc(C)cc1NC(=O)CCCN1C(=O)C(c2ccccc2)Oc2cccnc21 (stereo not given)	3.5	-4.3	5.4%	4.9	-10.9	7.3	9.1	0.6	0.3%
CN(CC(=O)Nc1ccc(F)cc1)C(=O)c1ccc2ccccc2n1	1.2	-1.8	nt	-4.7	3.9	2.6	6.2	0.0	0.7%
CCOCCn1c(SCc2ccc(C)cc2)nc2c1c(=O)[nH]c(=O)n2C	-9.7	20.7	-6.0%	-17.1	-38.0*	-1.2	3.9	-1.3	3.5%
O=C(c1ccc(F)cc1)N1CCCC(c2nc(-c3ccncc3)no2)C1 (stereo not given)	-1.6	-4.2	nt	-1.1	14.2	11.5	nt	0.4	2.6%
Cn1nnnc1SCCNCc1cc(Cl)ccc1OCc1ccccc1	-7.2	-5.8	8.3%	-14.2	-1.0	4.0	-13.9	0.8	-0.2%
COCCN(C(=O)COC(=O)Cc1coc2cc3c(cc12)CCC3)c1c(N)n(Cc2ccccc2)c(=O)[nH]c1=O	1.1	-3.8	nt	7.5	2.6	3.8	-1.4	0.6	1.1%

Reprinted at random: 2 compounds from above, in no set order.
Compound	D1 potentiator	TRHR PAM	Anesthetic bind	D2 potentiator	D1 antagonist	D1 agonist	RXFP1 antag	TRHR ag	RXFP1 agonist
CN(CC(=O)Nc1ccc(F)cc1)C(=O)c1ccc2ccccc2n1	1.2	-1.8	nt	-4.7	3.9	2.6	6.2	0.0	0.7%
Cc1cc(Br)c(NC(=O)CN2CCCC2)c(Br)c1	-4.9	-1.1	-3.8%	-9.8	-13.4	-0.1	-1.0	-0.2	0.3%

Further results.
Compound	D1 potentiator	TRHR PAM	Anesthetic bind	D2 potentiator	D1 antagonist	D1 agonist	RXFP1 antag	TRHR ag	RXFP1 agonist
Cc1ccc(S(=O)(=O)N2CCN(C(=O)COC(=O)CSc3cc(C)ccc3C)CC2)c(C)c1	-0.5	-2.8	nt	7.3	-29.8	4.7	2.9	1.0	-0.6%
O=C(Nc1ccc2ccccc2c1)c1ccc2[nH]c(=O)c(=O)[nH]c2c1	7.0	-3.1	-0.6%	7.3	0.5	0.5	-2.4	-0.4	-1.4%
c1ccc([C@H]2CN3C(=N2)Sc2ccccc23)cc1	6.8	-2.1	nt	4.9	nt	-3.6	nt	-0.2	1.1%
Cc1ccc(CNC(=O)C(CC(C)C)NS(=O)(=O)c2ccc3c(c2)oc(=O)n3C)cc1 (stereo not given)	-2.2	-17.0	2.0%	3.5	-4.9	5.8	nt	0.7	0.3%
CC(=O)Nc1cccc(NC(=O)CSc2ccc3nnc(CCNC(=O)c4ccccc4)n3n2)c1	0.1	1.5	-3.5%	-2.9	-10.1	2.4	1.6	-0.1	25.0%
COc1ccc(C(=O)NNC2=Nc3cccc4cccc2c34)cc1	-3.5	11.7	-6.4%	-27.0	-0.5	4.5	-27.5	1.2	-0.1%
CCN(Cc1ccc2c(c1)OCO2)C(=O)CSc1ncnc2sccc12	-4.2	-2.7	nt	-2.3	-13.2	5.7	-11.1	-0.4	4.5%
CC(C(=O)N1CCc2ccccc21)N(C)CC(=O)Nc1ccccc1Cl (stereo not given)	-3.5	-3.6	nt	19.1	12.9	2.1	4.9	-0.2	-1.0%
c1ccc(C(c2ccccc2)c2ccn[nH]2)cc1	-1.1	2.0	-8.6%	-4.6	-12.8	6.1	8.4	0.4	6.3%
CCc1ccc(NC(=O)Nc2ccncc2)cc1	-0.5	1.6	2.9%	16.2	-2.7	8.9	2.7	0.0	2.0%
NC(=O)CCCn1c(C(=O)c2cc(Cl)c(N)c(Cl)c2)c2ccc(C(F)(F)F)cc2[n+]1[O-]	-1.2	4.9	nt	10.3	-2.0	5.2	nt	-0.7	-2.4%
O=C(COc1ccc(Cl)cc1Cl)NC(=S)Nc1ccccc1C(=O)O	-6.4	0.7	-6.3%	5.8	-19.5	0.2	nt	-2.2	0.6%
CC(C)n1nc(C(=O)Nc2ccccc2N2CCOCC2)c2ccccc2c1=O	5.1	-9.2	-15.6%	19.9	19.7	0.3	-2.8	0.4	-0.2%
NC(=O)C1CCN(C(=O)COc2ccc(Nc3ccccc3)cc2)CC1	-5.9	10.8	-5.6%	0.6	-10.9	5.2	-0.5	0.0	7.4%
CCN1CCN(C(=O)Cn2ncc3c([nH]c4ccccc43)c2=O)CC1	0.5	-1.1	-3.4%	-0.9	1.4	2.2	1.6	0.4	-1.3%
CN(C)CCCN(C(=O)C1COc2ccccc2O1)c1nc2cc3c(cc2s1)OCO3 (stereo not given)	-0.2	-0.8	-3.4%	0.2	21.5	2.7	-17.6	0.3	-3.4%
C=CCc1cccc2cc(C(=O)NCCc3c(C)[nH]c4c(C)cccc34)c(=O)oc12	-5.2	-0.1	-10.9%	-4.2	-12.0	0.0	nt	-0.6	0.4%
CCC(CC)c1nnc(NC(=O)C23CC4CC(CC(NC(C)=O)(C4)C2)C3)s1	5.3	15.2	-13.0%	-17.8	18.5	2.2	-11.8	0.6	-0.4%
Cc1ccc2nnc(Cl)n2n1	-8.8	-7.4	-4.8%	-12.3	6.4	0.7	-3.3	-0.1	4.4%
COc1ccc(C(=O)NNC(=O)CCC(=O)Nc2ccc(C)cc2C)cc1	-6.6	8.2	-11.3%	0.7	-12.2	0.5	-16.2	-0.6	1.3%
CCOC(=O)N1CCC(NC(=O)CSc2cc(=O)n(CC)c3ccccc23)CC1	-2.6	-6.5	-14.1%	-5.5	6.0	2.0	-2.8	-0.6	7.6%
Cc1sc2ncn(CC(=O)OC(C)C(=O)NC(C)(C)C)c(=O)c2c1C (stereo not given)	0.0	-4.2	-15.7%	18.7	5.8	1.4	-18.9	-1.2	0.0%
Cc1ccc(S(=O)(=O)N2CCCCC2)cc1C(=O)Nc1ncn[nH]1	-4.7	13.3	-15.6%	12.0	9.9	1.4	nt	0.5	0.0%
CCOc1ccc(C(C(=O)NC2CCCCC2)N(C(=O)c2ccco2)c2ccc(-n3cnnn3)c(C)c2)cc1 (stereo not given)	0.8	2.5	-7.4%	16.0	26.3	-1.3	-0.2	-0.7	-1.3%
CCc1noc(-c2ccc(N(C)Cc3ccc(OC)cc3)c([N+](=O)[O-])c2)n1	-1.1	5.4	-9.4%	1.9	-9.2	13.5	nt	2.0	4.0%
CCOC(=O)C1CCN(C(=O)COc2ccc(S(=O)(=O)NC(C)C)cc2Cl)CC1	-2.0	-1.1	-8.0%	8.9	3.4	-1.0	-4.0	-0.3	0.6%
S=C1NCN(Cc2cccnc2)CN1c1cccc2ccccc12	-1.4	2.3	-2.8%	2.2	-11.8	0.3	-4.5	-1.1	5.6%
CCOC(=O)CC1C(=O)NCCN1C(=O)c1cccc(OC)c1 (stereo not given)	2.5	3.9	108.4%[activator]	nt	5.3	4.7	13.4	0.4	1.7%
O=C(Cc1c(F)cccc1Cl)Nc1ccc(S(=O)(=O)Nc2nccs2)cc1	-5.0	13.7	-14.2%	-2.0	-2.8	1.0	3.8	0.5	2.4%
CC(=O)N1CCN(CC(=O)Nc2ccccc2Sc2ccc(Cl)cc2)CC1	-5.4	-17.0	0.3%	-8.3	11.0	11.8	-12.0	0.6	1.8%
CCOc1ccc(OCCC(=O)N(CC)CC(=O)NCc2ccc(Cl)cc2)cc1	-2.1	0.8	nt	-7.9	-17.2	5.1	4.9	-0.5	-0.2%
Cc1ccc(OCc2nnc(SC(C)C(=O)O)n2Cc2ccccc2)cc1 (stereo not given)	-5.1	-20.6	-2.6%	3.4	-2.2	1.4	5.3	-1.3	-0.5%
O=C(CCc1ccccc1F)N1CCN(c2ccc(C(F)(F)F)cn2)CC1	-5.9	-2.6	0.5%	1.0	-0.4	-4.3	-7.6	0.4	-0.7%
CCCn1c(=NC(=O)c2ccco2)c(C(=O)OCC)cc2c(=O)n3ccccc3nc21	-7.7	-6.0	127.6%[activator]	-2.4	-1.5	0.3	-8.2	-1.4	0.3%
C=CCn1c(SCC(=O)NCCCC(=O)OCC)nc2scc(-c3ccco3)c2c1=O	-4.3	-4.6	-12.6%	4.8	6.3	2.2	-14.2	-1.7	3.9%
CN(C(=O)COC(=O)c1cccc(Cl)c1)C1CCS(=O)(=O)C1 (stereo not given)	-2.1	6.5	nt	8.2	15.8	0.5	-4.9	1.8	-0.8%

D1 antagonist: what is marked active above.
mol | D1 potentiator | TRHR PAM | Anesthetic bind | D2 potentiator | D1 antagonist | D1 agonist | RXFP1 antag | TRHR ag
CCOCCn1c(SCc2ccc(C)cc2)nc2c1c(=O)[nH]c(=O)n2C | -9.7 | 20.7 | -6.0% | -17.1 | -38.0* | -1.2 | 3.9 | -1.3

Additional records.
Compound	D1 potentiator	TRHR PAM	Anesthetic bind	D2 potentiator	D1 antagonist	D1 agonist	RXFP1 antag	TRHR ag	RXFP1 agonist
Cc1cccc2c1-c1sc(C(=O)NCCCN3CCN(c4ccccc4F)CC3)cc1CO2	-7.5	3.4	93.2%[activator]	-12.0	-2.8	7.8	-14.4	0.2	5.0%
Cc1ccc(Cn2c(C(=O)O)c(CNCCc3cccs3)c3ccc(C)cc32)cc1	5.4	-0.6	-13.5%	nt	-13.2	-0.5	nt	-0.1	5.0%
COc1ccc(CCNC(=O)CSc2cccc3cccnc23)cc1OC	-1.4	-2.1	-4.7%	5.9	-11.0	-2.3	9.2	-0.1	4.1%
COc1ccc(C(=O)CC2(O)C(=O)Nc3c(C)cccc32)c(OC)c1OC (stereo not given)	-4.5	-5.6	-3.7%	-4.9	18.9	0.1	2.2	-0.1	3.5%
COc1cccc(CNC(=O)c2ccc(Cl)c(S(=O)(=O)N3CCOCC3)c2)c1	-10.6	-6.5	nt	-14.3	-34.1*	2.3	3.0	-0.7	-1.6%
